High-throughput results: PubChem, Broad Institute
EWS-Fli inh = EWS/Fli-driven NR0B1 reporter inhibitors, primary screen, A673 cells, NR0B1 luciferase, luminescence, MLPCN library | hit rate 0.67% among 350,000 | AID 651661, 2012 | viability-normalised | inhibition, % at 12.6 µM;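 active means mean inhibition of at least 50% after viability correction, with every replicate also passing that limit; inconclusive means mean reaches 50% but only one of two replicates passes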;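 further: firefly luciferase signal divided by Alamar Blue viability fluorescence both relative to DMSO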
LGR2 inh = inhibitors of bursicon-induced LGR2 CRE-luciferase signal, primary screen, cell-based, HEK293, CRE-luciferase reporter, bursicon stimulation; Drosophila bursicon receptor LGR2 (rickets); bursicon-stimulated, 4 h; inhibition, % at 9.99 µM; hit rate 0.35% among 380,000;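 active means drop in luminescence signal, shown as inhibition above about 50% in the replicate tests, limit read from the data, passing the limit was not always enough; inconclusive means probably only some replicates passing the limit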;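 further: agonist challenge used bursicon conditioned medium at about half maximal strength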
PAX8 reporter = inhibitors of PAX8-driven TPO luciferase reporter, primary screen, RMG-I cells, single concentration | SteadyGlo, 24 h | inhibition, % at 12.6 µM | hit rate 1.2% among 360,000;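 active means mean replicate inhibition at least 60% with every replicate also reaching 60%; inconclusive means only one of the two criteria is met; inactive means mean below 60% and not all replicates reaching 60%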;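 further: luciferase light reporting Pax8 driven TPO promoter activity; plate controls were median of neutral control wells for no effect and mitoxantrone controls for full effect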
Casp6 inh = human caspase-6 inhibitors, primary screen, biochemical, VEID-R110 fluorescence, single point, set 2. P55212. purified caspase-6, Z-VEID-R110 cleavage fluorescence. inhibition, % at 12.5 µM. hit rate 0.53% among 350,000;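 active means mean inhibition across replicates at least about 35%, with every replicate also reaching that limit, limit read from the data; inconclusive means only one of the two criteria met; inactive means neither criterion met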;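 further: 0% = median of neutral control wells and 100% = no fluorescence left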
Target sequence (P55212 24-179 limits assumed): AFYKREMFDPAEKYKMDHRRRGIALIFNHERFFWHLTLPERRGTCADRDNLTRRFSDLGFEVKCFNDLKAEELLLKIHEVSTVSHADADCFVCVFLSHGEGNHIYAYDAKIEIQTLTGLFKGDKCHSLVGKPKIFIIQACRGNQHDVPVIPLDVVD
Target sequence (P55212 194-293 limits assumed): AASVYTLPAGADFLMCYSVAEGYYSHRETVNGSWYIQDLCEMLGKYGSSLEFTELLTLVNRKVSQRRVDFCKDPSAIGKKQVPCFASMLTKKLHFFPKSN
ARNT-TACC3 inh = disruptors of ARNT/TACC3 protein interaction, primary screen, biochemical, AlphaScreen, single concentration | Transforming acidic coiled-coil-containing protein 3 (Homo sapiens), Q9Y6A5 | AlphaScreen His-ARNT PAS-B/GST-TACC3 binding, luminescence; TACC3 fragment carries E629A point mutation | inhibition, % at 9.99 µM | hit rate 0.66% among 390,000;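 active means mean inhibition of replicates at least 50% and at least half of replicates each reaching 50%; inconclusive means half or more replicates reach 50% but mean below 50%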;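 further: 0% = complete ARNT plus TACC3 wells and 100% = ARNT alone without TACC3; many hits fall short of the cut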
SIRT5 inh = SIRT5 desuccinylase inhibitors, primary screen, biochemical, fluorescence imaging, single point, set 5. Purified SirT5, succinyl-peptide AMC, trypsin-coupled fluorescence. inhibition, % at 15 µM. hit rate 1.1% among 330,000. AID 652115, 2013; in the data active means inhibition above about 15%; inconclusive means no clear call, values can overlap the other calls
Target sequence (Q9NXA8 whole entry, looked up): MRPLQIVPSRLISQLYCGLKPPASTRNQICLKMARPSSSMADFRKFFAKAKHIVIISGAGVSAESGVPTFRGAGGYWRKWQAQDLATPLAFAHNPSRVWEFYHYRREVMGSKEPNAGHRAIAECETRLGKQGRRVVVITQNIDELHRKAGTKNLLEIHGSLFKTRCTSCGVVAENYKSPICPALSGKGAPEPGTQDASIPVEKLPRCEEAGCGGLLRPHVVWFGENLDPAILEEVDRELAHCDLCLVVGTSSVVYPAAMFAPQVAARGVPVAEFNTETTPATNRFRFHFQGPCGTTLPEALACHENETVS
DENV2 CPE = inhibitors of DENV2 cytopathic effect, primary screen, cell-based, plate reader, single concentration; AID 651640, 2012; DENV2-infected cells, cytopathic effect rescue; CPE inhibition, % at 9.99 µM; hit rate 1.7% among 350,000; in the data active means CPE inhibition above about 20%, passing the limit was not always enough; inconclusive means no clear call, values can overlap the other calls; tested in BHK-21 cells;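 further: 0% = median of neutral control wells and 100% = median of positive control wells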
An asterisk follows results filed as active; ? = inconclusive; · = no result given; & = joins results of further samples; ! = not active in a repeat.

SMILES | EWS-Fli inh | LGR2 inh | PAX8 reporter | Casp6 inh | ARNT-TACC3 inh | SIRT5 inh | DENV2 CPE
CCOc1ccc(C)cc1S(=O)(=O)NC1CCCCCC1 | · | 29 | -7 | 2 | -1 | -1 | -3
CC1CN(C(=O)c2ccccc2NS(=O)(=O)c2cccc([N+](=O)[O-])c2)CC(C)O1 (configuration not stated) | 8 | 6 | 17 | 0 | · | -2 | -1
COc1ccccc1NC(=O)N[C@@H]1CC[C@H](CCNS(=O)(=O)c2ccc(F)cc2)O[C@@H]1CO | 1 | 7 | 4 | 19 | -4 | 1 | 12
COc1ccc(O)c(C(=O)CC(=O)c2cccnc2)c1 | -41 | -72 | -103 | 2 | 19 | -10 | -10
O=[N+]([O-])c1cc(/C=N/O)ccc1Oc1ccccc1Cl | -24 | -67 | -33 | 1 | 4 | -3 | -3
C=CCn1c(C)cc(C(=O)CSc2nc(N)cc(N)n2)c1C | 2 | -18 | -1 | 2 | 1 | -4 | ·
CC1CCCCN1Cc1c(O)ccc2c(=O)c(-c3nc4ccccc4s3)coc12 (configuration not stated) | -11 | -33 | -37 | 7 | -4 | 0 | ·
CSc1nc(N)c(C(=O)N(c2ccccc2)c2ccccc2)s1 | 0 | 1 | 10 | -2 | · | 0 | 19
O=C(O)C1CCCCC1C(=O)Nc1ccc(S(=O)(=O)N2CCCCCC2)cc1 (configuration not stated) | -2 | -9 | -9 | 5 | -2 | -3 | 2
COc1ccccc1N1CCN(C(=O)CC(NC(=O)c2ccccc2Cl)c2ccccc2)CC1 (configuration not stated) | 2 | 6 | 1 | -3 | -1 | -2 | 5
C[C@@H]1CN([C@H](C)CO)C(=O)c2cccc(NC(=O)c3cnccn3)c2O[C@H]1CN(C)S(=O)(=O)c1cccs1 | -5 | -12 | · | -1 | -4 | 1 | -6
CCP(=O)(CC)C(C)(C)CP(=O)(c1ccccc1)c1ccccc1 | -9 | -8 | · | -3 | 1 | 0 | 4
O=C(OCc1ccc([N+](=O)[O-])cc1)c1ccc2ccccc2n1 | 12 | 12 | 21 | 0 | -6 | -3 | -3
COc1cccc(C(=O)N[C@H](C(=O)N2CCC[C@H]2C(=O)NCc2ccccc2)C2CCCCC2)c1 | 4 | 9 | 0 | -3 | · | -4 | -4
COCCCNC(=O)CN1C(=O)/C(=C\c2ccc(C)cc2)Sc2ccccc21 | · | -7 | -7 | · | -28 | · | ·
CC(C)CC(CO)N1CCN(C(=O)c2ccc(Cl)cc2)CCC1=O (configuration not stated) | 4 | · | -13 | -1 | 1 | 0 | -3
COCC#Cc1cnc2c(c1)C(=O)N([C@H](C)CO)C[C@H](C)[C@H](CN(C)C(=O)c1cnccn1)O2 | -8 | -13 | · | 1 | 7 | 5 | 11
CC(C(=O)NC1(C#N)CCCCC1)N(C)CC(=O)Nc1ccc(Cl)c(Cl)c1 (configuration not stated) | 3 | 12 | 1 | 1 | 7 | 2 | 7
CCN(CC)CCN(C(=O)CN1C(=O)CCC1=O)c1nc2cc3c(cc2s1)OCO3 | -3 | -8 | -10 | -3 | -36 | 2 | ·
CCCCOc1ccc(C(=O)NCCN2CCC(n3c(=O)[nH]c4ccccc43)CC2)cc1 | 1 | -5 | -5 | -4 | · | -3 | 4
CCCC#Cc1ccc2c(c1)O[C@H](CN(C)Cc1cncnc1)[C@@H](C)CN([C@H](C)CO)S2(=O)=O | 12 | 3 | · | 1 | -13 | 0 | -8
COc1cc(CC(NC(C)=O)C(=O)NC2CCN(C(=O)Nc3ccc(C)cc3)CC2)cc(OC)c1 (configuration not stated) | -11 | 0 | 3 | -1 | -11 | -2 | -4
C[C@H]1CN([C@@H](C)CO)C(=O)c2cc(C#CCN(C)C)cnc2O[C@H]1CN(C)S(C)(=O)=O | -14 | -5 | · | -2 | -3 | 1 | 16
N=c1oc2ccc3ccccc3c2cc1C(N)=S | 2 | -15 | 10 | 14 | 30 | -6 | 18
CN(Cc1ccccc1F)c1cc2c(c3c1ccn3C)C1CCC2C1 (configuration not stated) | -9 | · | 7 | 2 | · | 0 | 2
Cc1ccccc1N(CC(=O)NCCSCc1ccccc1)S(C)(=O)=O | -8 | 9 | -3 | -3 | 11 | · | -5
CCC(=O)N(C)C[C@@H]1Oc2cc(-c3cccc(F)c3)ccc2S(=O)(=O)N([C@H](C)CO)C[C@@H]1C | -9 | 18 | · | 0 | -1 | -3 | -7
O=C(Nc1nc(-c2ccc3ccccc3c2)cs1)C1CCN(S(=O)(=O)c2cccs2)CC1 | 7 | -2 | 8 | -1 | 1 | 11 | -2
CNC[C@H]1Oc2c(NC(=O)c3ccc(-c4nccs4)cc3)cccc2C(=O)N([C@@H](C)CO)C[C@@H]1C | -8&0 | -6&8 | 4&2 | -5 | 0 | · | ?
Cn1nc(C(F)(F)F)c(-c2ccccc2)c1NC(=O)CSCC(=O)O | -19 | -4 | 3 | -1 | -8 | 0 | 3
COc1ccc(CN(C)C[C@H]2Oc3ccc(NS(=O)(=O)c4ccc(C)cc4)cc3C(=O)N([C@@H](C)CO)C[C@@H]2C)cc1 | -1 | 9 | -3 | -1 | 1 | -2 | ?
COC(=O)c1[nH]c2c(c1C)C(=O)CC(c1cc(OC)c(OC)c(OC)c1)C2 (configuration not stated) | 11 | 1 | -9 | · | -11 | -7 | 14
C[C@@H]1CN([C@H](C)CO)C(=O)c2cc(C3=CCCCC3)cnc2O[C@H]1CN(C)C(=O)CN1CCOCC1 | -19 | 13 | · | 1 | 0 | 11 | 7
CCc1cnc(N2[C@H](CO)[C@H](c3ccc(C#CCC4CCCC4)cc3)[C@@H]2C#N)s1 | -13 | -16 | -6 | 0 | 30 | -1 | -4
O=[N+]([O-])c1cc2c(c(CSc3nnnn3-c3ccc(O)cc3)c1)OCOC2 | 12 | -14 | -1 | 4 | 8 | -1 | 2
CC(C)c1nc(CNC(=O)c2ccc(OC3CCN(Cc4ccccn4)CC3)cc2)cs1 | 1 | 6 | -25 | -3 | 0 | 6 | 12
COc1ccc(NC(=O)n2ncc3c(C)cccc32)cc1OC | -64 | -41 | -107 | 4 | 7 | -2 | 0
CC(C)NC(=O)Nc1ccc2c(c1)C(=O)N([C@H](C)CO)C[C@H](C)[C@H](CN(C)Cc1ccccc1)O2 | -2 | 0 | 12 | 0 | -8 | -8 | 4
CCCCN1Cc2ccccc2Oc2cc(Br)ccc2S1(=O)=O | 1 | 18 | -3 | 2 | -1 | -1 | -6
CCCC#Cc1cnc2c(c1)C(=O)N([C@@H](C)CO)C[C@@H](C)[C@@H](CN(C)S(=O)(=O)c1ccccc1)O2 | -4 | 2 | · | 4 | -3 | 7 | 4
COc1ccccc1NC(=O)N[C@H]1CC[C@H](CCNS(=O)(=O)c2ccc(Cl)cc2)O[C@H]1CO | 16 | -3 | 5 | -1 | -3 | 6 | -7
CC(C)(C)[S@](=O)N1Cc2cc(C(=O)N3CCCCC3)nc(-c3cccc(-c4cccc(C#N)c4)c3)c2[C@@H]1CCO | 1 | 10 | -12 | 0 | -4 | 0 | ?
C[C@@H]1CN([C@H](C)CO)C(=O)c2cccc(NC(=O)Nc3ccc(C(F)(F)F)cc3)c2O[C@@H]1CN(C)S(=O)(=O)c1cn(C)cn1 | 6 | 10 | · | -1 | 4 | -1 | 0
Cc1ccc(S(=O)(=O)N(Cc2ccc(Cl)cc2)c2ccccc2C(=O)O)cc1 | 5 | 15 | 12 | 1 | 16 | -1 | 5
O=C(Cn1c(=O)c2sccc2n(Cc2cccc([N+](=O)[O-])c2)c1=O)NCCc1ccccc1 | 1 | -7 | 57 | 1 | -23 | · | 20
Cc1ccc(S(=O)(=O)N[C@@H]2C=C[C@@H](CC(=O)NCc3ccncn3)O[C@@H]2CO)cc1 | -29 | -13 | 7 | 0 | -7 | -2 | 4
O=C(COC(=O)Cc1n[nH]c(=O)c2ccccc12)Nc1ncc(Cl)cc1Cl | 5 | -4 | 16 | 9 | -2 | 1 | -3
O=S(=O)(c1ccc(NCCOc2ccccc2)nc1)N1CCCC1 | 1 | 18 | -14 | 0 | · | -3 | -3
CN(C)c1ccc(-c2csc(C(O)(c3ccccc3)C(F)(F)F)n2)cc1 (configuration not stated) | -17 | -7 | -20 | -2 | · | -1 | -12
CCN(CC(=O)Nc1cc(Cl)ccc1C)C(=O)c1nc2nc(C)cc(C)n2n1 | -5 | 2 | -3 | 1 | 1 | 0 | -6
(next part)
SMILES | EWS-Fli inh | LGR2 inh | PAX8 reporter | Casp6 inh | ARNT-TACC3 inh | SIRT5 inh | DENV2 CPE
CCC(=O)N1CC2(C1)[C@@H](c1ccc(-c3cccc(F)c3)cc1)[C@@H](CO)N2CC1CC1 | 2 | 0 | 9 | -2 | · | -1 | 20*
C[C@H](CO)N1C[C@H](C)[C@H](CN(C)C(=O)Nc2cccc3ccccc23)Oc2c(NC(=O)C3CCOCC3)cccc2C1=O | 0 | -16 | 17 | 0 | · | · | -3
Cn1c(CSc2ncccn2)nnc1SCC(=O)N1CCCCCC1 | -3 | -11 | -8 | 3 | -10 | -9 | 0
CO[C@H]1CN(C)C(=O)c2ccc(NC(=O)c3cnccn3)cc2OC[C@H](C)N(CC2CC2)C[C@@H]1C | 2 | 6 | -29 | -6 | · | 1 | -9
CCc1nc(N)nc(N)c1-c1ccc(Cl)cc1 | 64* | -13 | 22 | -4 | -6 | -5 | 7
COc1ccc(C(C)(O)c2nc(-c3cccc(NC(C)=O)c3)cs2)cc1 (configuration not stated) | 4 | 21 | -13 | 2 | · | -2 | 7
CCc1nc(N)nc(N)c1-c1ccc(Cl)c(N=[N+]=[N-])c1 | 67*! | 3&-7 | 16 | 0&0 | 3&7 | -4&1 | -9&10
O=C1/C(=C/c2ccco2)Cc2ccccc21 | -67 | 4 | 33 | 4 | -3 | -1 | -3
COC(=O)[C@H]1[C@@H](C)N(Cc2ccccc2)C(=O)N[C@H]1c1cccc(C(F)(F)F)c1 | 2 | 6 | -19 | 1 | -2 | -16 | -9
O=C(c1ccc(Cl)c([N+](=O)[O-])c1)N1CCN(S(=O)(=O)c2ccc(Cl)cc2)CC1 | 12 | -14 | 12 | 15 | 2 | -4 | 7
COc1ccc(Cn2cc3c(-c4ccc(F)cc4)nnc-3c3cc(OC)c(OC)cc32)cc1 | 66* | 31 | 92* | 2 | -12 | -2 | -16
CCCNC(=O)N[C@H]1CC[C@@H](CCn2cc(C3CCCCC3)nn2)O[C@H]1CO | 4 | 0 | 9 | 1 | -10 | -1 | 2
COc1cccc(C(=O)NCC(=O)NCc2cc(=O)n(C)c(=O)n2C)c1 | · | 5 | -6 | -3 | -1 | 3 | 10
COc1ccc(NC(=O)N2[C@@H]3CNC[C@H]2C3c2ccc(-c3ccc(F)cc3)cc2)cc1 (some centres not stated) | 12 | -10 | -27 | 2 | · | 3 | 0
CN1CCC(=NNC(=O)COc2ccc(Cl)cc2)CC1 | -4 | 4 | -3 | -1 | 2 | 21* | 14
Cn1c(C2=C(O)CN(c3ccc4c(c3)OCCO4)C2=N)nc2ccccc21 | -14 | -14 | · | 2 | 3 | -1 | ·

Grouped by structure, the entries above containing an NH in an aromatic ring (3)
SMILES | EWS-Fli inh | LGR2 inh | PAX8 reporter | Casp6 inh | ARNT-TACC3 inh | SIRT5 inh | DENV2 CPE
CCCCOc1ccc(C(=O)NCCN2CCC(n3c(=O)[nH]c4ccccc43)CC2)cc1 | 1 | -5 | -5 | -4 | · | -3 | 4
COC(=O)c1[nH]c2c(c1C)C(=O)CC(c1cc(OC)c(OC)c(OC)c1)C2 (configuration not stated) | 11 | 1 | -9 | · | -11 | -7 | 14
O=C(COC(=O)Cc1n[nH]c(=O)c2ccccc12)Nc1ncc(Cl)cc1Cl | 5 | -4 | 16 | 9 | -2 | 1 | -3
